TrxR1 substrate = rat thioredoxin reductase 1 substrate activity; O89049; purified TrxR1 substrate turnover, NADPH consumption readout; Potency, µM (titrated, usually from 114 µM), without a hit: top-dose activity change, negative = substrate turnover; actives 0.01% (n = 390,000); also: nearly all actives have a fitted effect of over 50% in size
Target sequence (O89049 whole entry, looked up): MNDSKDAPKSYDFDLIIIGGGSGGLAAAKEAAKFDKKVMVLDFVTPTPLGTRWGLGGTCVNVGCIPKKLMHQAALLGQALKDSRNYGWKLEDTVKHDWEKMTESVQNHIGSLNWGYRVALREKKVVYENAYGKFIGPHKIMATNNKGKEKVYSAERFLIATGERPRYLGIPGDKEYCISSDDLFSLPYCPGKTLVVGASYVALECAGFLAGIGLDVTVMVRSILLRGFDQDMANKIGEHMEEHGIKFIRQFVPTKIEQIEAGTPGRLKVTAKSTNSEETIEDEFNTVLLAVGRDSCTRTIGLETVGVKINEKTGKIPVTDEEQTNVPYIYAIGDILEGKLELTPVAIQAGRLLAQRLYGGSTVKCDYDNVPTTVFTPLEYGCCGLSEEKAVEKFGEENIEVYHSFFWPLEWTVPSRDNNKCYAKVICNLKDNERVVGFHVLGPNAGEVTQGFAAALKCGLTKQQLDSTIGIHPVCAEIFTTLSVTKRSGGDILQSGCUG
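Rat TrxR1, dispensed at 90 nM, was prereduced with 400 uM NADPH (final) for 5 min at ~22 deg C, then incubated with compound 15 min before 400 uM selenite. A first-read NADPH fluorescence drop versus no-compound background flagged substrates.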
TrxR1 inh = rat TrxR1 inhibition; O89049; Potency, µM (doses to about 114 µM), for inactives: at the highest dose activity change, negative = inhibition, hits mostly inhibitors; actives 1% (n = 390,000); AID 588453; recombinant rTrxR1, NADPH fluorescence consumption, selenite substrate; also: nearly all actives have a fitted effect of over 65% in size
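Rat TrxR1 (90 nM in the dispensed reagent) was pre-reduced with 400 uM NADPH for 5 min at room temperature, then incubated with compound for 15 min. After 400 uM selenite was added, NADPH fluorescence (Ex 340/Em 450 nm) was followed for 8 min.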
An asterisk follows results filed as active; ? = inconclusive; [ ] = another dose, or the depositor's remark. Calls follow the shape of the dose curve; as a rule, active = well fitted inhibition curve with a large enough effect; inconclusive = small, poorly fitted or top-dose-only effect; inactive = no such curve, though single readings can be large or run the other way. % is scaled to controls: 0 for no effect and ±100 for the full control effect; potency is read from the fitted curve at half-maximal effect. Only part of the results is shown. The share of hits here may be higher or lower than overall.

#1 Cc1ccc(NC(=O)COC(=O)c2ccccc2OCC(=O)Nc2ccc(Br)cc2)c(Br)c1
#2 O=[N+]([O-])c1ccc(/C=C/c2ccnc3ccccc23)c([N+](=O)[O-])c1
#3 CCCCN(CCC(=O)O)c1ccc(/C=C/c2ccnc3ccccc23)cc1
#4 Nc1[nH]c(=S)[nH]c(=O)c1N=O
#5 CN(C)c1ccc(/C=C/c2nc3ccccc3s2)c(Cl)c1
#6 Cc1cc(C)cc(C(=O)C[n+]2cccc(Br)c2)c1

entry no. | 1 | 2 | 3 | 4 | 5 | 6
TrxR1 substrate | 9% | 3% | 1% | -8% | -8% | 1%
TrxR1 inh | 14% | 5% | -1% | -9% | 0% | -6%

#7 C[n+]1c(/C=C/c2ccc(N)cc2)sc2ccccc21
#8 Cc1cnc2ccccc2c1C
#9 COC(=O)C1=C(C(=O)OC)[C@]2([C@H]3C/C=C\CN[C@@H](Cc4ccccc4)C(=O)N3Cc3ccccc3)C=C[C@H]1O2
#10 CCC[n+]1c(/C=C/c2c(OC)cc(OC)cc2OC)ccc2ccccc21
#11 CC(C)(C)CC(C)(C)N=C1Nc2ccc([N+](=O)[O-])cc2N[C@]12C[C@H]1CCCC(=O)N3CC[C@@H](C2)[C@@H]13
#12 C(=Nc1ccc(/C=C/c2ccnc3ccccc23)cc1)c1ccco1

entry no. | 7 | 8 | 9 | 10 | 11 | 12
TrxR1 substrate | -11% | 6% | -1% | -8% | -13% | 3%
TrxR1 inh | -5% | 11% | 13% | 27% | -10% | 29%[0.0914 µM]

#13 COc1cc(OC)c(OC)cc1/C=C/c1ccc2ccccc2[n+]1C
#14 Cc1c(O)c2c(c(C(=O)/C=C/c3ccccc3)c1O)OC(C)(C)C=C2
#15 Cc1cccc2c(=O)[nH]c3c(-c4nc(-c5ccc(Cl)cc5)cs4)c(O)cn3c12
#16 COc1cc2c(NC3CCN(C)CC3)nc(N3CCCN(C)CC3)nc2cc1OCCCN1CCOCC1
#17 Cc1csc(NCC(=O)c2c(C)[nH]c3ccccc23)n1
#18 CCCCCCCCCCN(CCCCCCCCCC)c1ccccc1

entry no. | 13 | 14 | 15 | 16 | 17 | 18
TrxR1 substrate | -13% | -5% | 17% | 48%[activator] | 0% | -1%
TrxR1 inh | -13% | ? | 24% | ? | 14% | 5%

#19 COc1ccc(/C=C/c2ccc3ccccc3[n+]2C)c(OC)c1OC
#20 Cc1cc[n+](C2CCCCC2)c2ccccc12
#21 O=[N+]([O-])c1ccc2c(c1)C=CC2
#22 CN(C)c1ccc(Cn2ccc3ccccc32)cc1
#23 O=c1[nH]c(=S)c2n[nH]nc2[nH]1
#24 C(=C\c1ccnc2ccccc12)/c1cc2c3c(c1)CCCN3CCC2

entry no. | 19 | 20 | 21 | 22 | 23 | 24
TrxR1 substrate | -17% | -1% | 2% | -7% | 8%[0.0914 µM] | 11%[0.0914 µM]
TrxR1 inh | -30% | 9% | 13µM* | 5% | 10% | -12%

#25 O=[N+]([O-])c1ccccc1/C=C1\C=Cc2ccccc21
#26 CN(C)c1ccc(/C=C2\C(=O)/C(=C\c3ccc(N(C)C)cc3)c3ccccc32)cc1
#27 O=C(Nc1ccc(Cl)cc1Cl)c1cnn2c1NC(=C1CC1)C=C2C(F)F
#28 CC(C)(C)c1ccc(C(=O)C[n+]2ccccc2Cl)cc1
#29 O=C(C[N+]12CN3CN(CN(C3)C1)C2)c1ccc(Br)cc1
#30 C1=Cc2ccccc2/C1=C/c1ccc2c(c1)OCO2

entry no. | 25 | 26 | 27 | 28 | 29 | 30
TrxR1 substrate | -3% | -12% | 9% | -4% | 1% | 0%
TrxR1 inh | -17% | 6% | 10% | -8% | -21% | 4%

#31 Cc1c(CCO)sc[n+]1CC(=O)c1ccc2ccccc2c1
#32 Brc1ccc2c(ccc[n+]2CCc2ccccc2)c1
#33 CN(C)c1ccc(N=Cc2ccnc3ccccc23)cc1
#34 COc1cc2nc(CCc3nc4cc(OC)c(OC)cc4[nH]3)[nH]c2cc1OC
#35 CCc1ccc(NC(=O)COC(=O)c2ccccc2OCC(=O)N(C)C)cc1
#36 CC(O)c1nc2ccccc2[nH]1 (stereo unspecified)

entry no. | 31 | 32 | 33 | 34 | 35 | 36
TrxR1 substrate | 84%[activator] | 3% | -6%[0.0914 µM] | 2% | 2% | -1%
TrxR1 inh | 14% | 22% | -1% | 18% | 15% | 8%

#37 C(=Nc1ccc(/C=C/c2ccnc3ccccc23)cc1)c1cc2c3c(c1)CCCN3CCC2
#38 O=C(C[n+]1ccccc1Br)c1ccc(I)cc1
#39 O=c1[nH]c(=O)n([C@H]2C[C@@H](O)[C@@H](CO)O2)cc1F
#40 O=C1Nc2ccc(I)cc2C1=Cc1cc(Br)c(O)c(Br)c1
#41 Cc1ccc2ccccc2[n+]1CCCCI
#42 C=C1NN(CC#N)C(=O)N1c1ccc(OCc2ccccc2)cc1

entry no. | 37 | 38 | 39 | 40 | 41 | 42
TrxR1 substrate | -3% | -3% | 4% | -5% | 5% | -1%
TrxR1 inh | -20% | ? | 27% | -22% | 7% | 9%

#43 CCCCCN(CCCCC)c1ccc(/C=C/c2ccnc3ccccc23)cc1
#44 CC(C)(C)n1ncc2c(=O)n(Cc3ccccc3F)cnc21
#45 CN(C)C(=O)COC(=O)c1ccccc1OCC(=O)Nc1ccc(Br)cc1
#46 Cc1cc2c(cc1C)N[C@]1(C[C@H]3CCC(=O)N4CC[C@@H](C1)[C@@H]34)C(=Nc1ccccc1C)N2
#47 CCCCCCNc1ccc(/C=C/c2ccnc3ccccc23)cc1
#48 Oc1cc2cc(-c3csc(-c4ccc(F)cc4)n3)cc3c2n1CCC3

entry no. | 43 | 44 | 45 | 46 | 47 | 48
TrxR1 substrate | -16% | -3% | 0% | 1% | -8% | 6%
TrxR1 inh | -19% | 17% | 8% | -4% | 11%[0.0914 µM] | 27%

Record cards, from the list above. Values in the order: TrxR1 substrate | TrxR1 inh
`CCCCCCNc1ccc(/C=C/c2ccnc3ccccc23)cc1` is listed as -8% | 11%[0.0914 µM]
`CC(O)c1nc2ccccc2[nH]1` (stereo unspecified) is listed as -1% | 8%
`C(=Nc1ccc(/C=C/c2ccnc3ccccc23)cc1)c1cc2c3c(c1)CCCN3CCC2` is listed as -3% | -20%
`CCCCCN(CCCCC)c1ccc(/C=C/c2ccnc3ccccc23)cc1` is listed as -16% | -19%
`Cc1csc(NCC(=O)c2c(C)[nH]c3ccccc23)n1` is listed as 0% | 14%

Next records
#49 Cc1c(O)ccc2c1OC(C)(C)CC2
#50 C=C1C=C(C(F)F)n2ncc(C(=O)Nc3cccc(CC)c3)c2N1
#51 Oc1c(C(Nc2cccnc2)c2ccc(C(F)(F)F)cc2)ccc2cccnc12 (stereo unspecified)
#52 NS(=O)(=O)c1ccc(NC(=O)c2cnn3c2NC(=C2CC2)C=C3C(F)F)cc1
#53 CC(=O)/C=C/c1ccc2c(c1)S(=O)(=O)N(C1CCCC1)[C@H]2CC(C)=O
#54 Cc1cnc2ccc(I)cc2c1/C=C/c1ccc(N(C)C)cc1

entry no. | 49 | 50 | 51 | 52 | 53 | 54
TrxR1 substrate | 5% | 0% | -6% | 6% | -5% | 2%
TrxR1 inh | ? | 16% | ? | -6% | -6% | 7%

#55 C#CCN(Cc1ccc(OC)cc1)S(=O)(=O)C=C
#56 O=c1[nH]c(=O)n([C@@H]2O[C@H](CO)[C@@H](O)[C@H]2O)cc1F
#57 CS(=O)(=O)c1ccc(NC(=O)COc2ccccc2C(=O)Nc2ccccc2)cc1
#58 CCN(CC)c1ccc(/C=C/c2ccccn2)cc1
#59 CN(C)c1ccc(/C=C/c2ccnc3ccc(I)cc23)cc1
#60 O=C(Nc1cc(Cl)cc(Cl)c1)c1cnn2c1NC(=C1CC1)C=C2C(F)F

entry no. | 55 | 56 | 57 | 58 | 59 | 60
TrxR1 substrate | 0% | 0% | -1% | -30% | -10% | 7%
TrxR1 inh | -15% | 20% | 12% | ? | -18% | 35%

#61 O=C(C[n+]1ccc(Cl)c2ccc(Cl)cc21)c1ccc(F)cc1
#62 CC(C)CCOc1ccc(CC(=O)NO)cc1
#63 CCOC(=O)CCCC(=O)N1CCN(/[N+]([O-])=N/Oc2ccc([N+](=O)[O-])cc2[N+](=O)[O-])CC1
#64 S=c1ncc2n[nH]nc2[nH]1
#65 Cc1cc(/C=C2\C=Cc3ccccc32)ccc1N(C)C
#66 CCOc1ccc(/C=C/c2ccnc3ccccc23)cc1OCC

entry no. | 61 | 62 | 63 | 64 | 65 | 66
TrxR1 substrate | 14%[0.0914 µM] | -1% | -6% | -9% | 0% | 3%
TrxR1 inh | 8% | -5% | 16µM* | -19% | 40%[0.0914 µM] | 7%

#67 OC(C1=C/C(=C\c2ccncc2)c2ccccc21)c1ccncc1 (stereo unspecified)
#68 Cn1cc(/C=C/c2ccnc3ccccc23)c2ccccc21
#69 CN(C)c1ccc(CC2CCc3ccccc32)cc1 (stereo unspecified)
#70 CC(=O)Nc1ccc(/C=C2\C=Cc3ccccc32)cc1
#71 Cc1cccc(/C=C/c2cccs2)n1
#72 Cc1cccc2c(C(O)c3c[nH]c4c(C)cccc34)c[nH]c12

entry no. | 67 | 68 | 69 | 70 | 71 | 72
TrxR1 substrate | -6% | -7% | 4% | -3% | 1% | -5%
TrxR1 inh | -9% | -20% | 19% | ? | -7% | -21%

#73 C[C@H](NC(=O)OC(C)(C)C)[C@@H](O)c1ccco1
#74 COc1ccc(/C=c2\[nH]c(=O)/c(=C/c3ccc(OC)cc3)[nH]c2=O)cc1
#75 CN(CC(=O)O)c1ccc(C=O)cc1
#76 Cc1ccnc2ccc(F)cc12
#77 CCCCCCCCCN(CCCCCCCCC)c1ccc(/C=C/c2ccnc3ccccc23)cc1
#78 Nc1cccc(/C=C2\C=Cc3ccccc32)c1

entry no. | 73 | 74 | 75 | 76 | 77 | 78
TrxR1 substrate | 2% | 7% | -20% | 1% | 7% | 1%
TrxR1 inh | -2% | 21% | -10% | 1% | -8% | 0%

#79 COc1ccccc1CC(=O)NO
#80 C1NNCC12CNNC2
#81 Cc1c(/C=C/c2ccnc3ccccc23)ccc(N(C)C)c1C
#82 CC(C)(C)c1ccc(Cn2cnc3c(cnn3C(C)(C)C)c2=O)cc1
#83 O=C(C[n+]1cccc(Br)c1)c1cccc([N+](=O)[O-])c1
#84 C=C1C=C(C)n2ncc(C(=O)Nc3ccc(F)cc3F)c2N1

entry no. | 79 | 80 | 81 | 82 | 83 | 84
TrxR1 substrate | 16% | 3% | -6% | -1% | -2% | 8%
TrxR1 inh | 9% | 5% | -6%[0.0914 µM] | 13% | -36% | 11%

3 compounds out of the list, sorted by formula weight, highest first.
#82 CC(C)(C)c1ccc(Cn2cnc3c(cnn3C(C)(C)C)c2=O)cc1
#81 Cc1c(/C=C/c2ccnc3ccccc23)ccc(N(C)C)c1C
#79 COc1ccccc1CC(=O)NO

entry no. | 82 | 81 | 79
TrxR1 substrate | -1% | -6% | 16%
TrxR1 inh | 13% | -6%[0.0914 µM] | 9%

Other compounds follow.
#85 Cc1ccc(CN2[C@H]3CCCC[C@@H]3OCCS2(=O)=O)cc1
#86 COc1cc(/C=C/c2cc[n+](C)c3ccccc23)cc(OC)c1OC
#87 Cc1ccc(S(=O)(=O)N2CCN(c3nc(-n4c(=O)[nH]c5ccccc54)nc4ccccc34)CC2)cc1
#88 CNc1c(Br)cc(C(O)C2=CCc3ccccc32)cc1Br (stereo unspecified)
#89 Cc1c(C=O)ccc(N(C)C)c1C
#90 COc1cc(/C=C/c2ccc3ccccc3[n+]2C)cc(OC)c1OC
#91 OCc1nc2ccccc2[nH]1

entry no. | 85 | 86 | 87 | 88 | 89 | 90 | 91
TrxR1 substrate | 2% | 2% | 5% | 10%[0.0914 µM] | -10% | 5%[0.0914 µM] | 12%[0.0914 µM]
TrxR1 inh | 18% | -5% | 0% | 29% | -8% | -15% | 18%
